From PubChem BioAssay
CCT chaperon mod – changes cytosolic chaperonin activity; activity change, % (concentration not given with the values), hits read low; 360,000 compounds, 0.3% hits; purified chaperonin ATPase assay, HTRF ADP detection, 30 min; in the data active = activity change below about -30%; note: % is set by controls: 0 for no effect and ±100 for the full control effect
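Enzyme 40 or 20 nM (batch-dependent) in Tris pH 7.4/KCl/MgCl2/DTT; cpd 76 uM single point; ATP 10 uM; 30 min 37 °C; Transcreener ADP HTRF detection, 30 min RT; ratio 665/615.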
EPAC2 antagonist – blocks human EPAC2 exchange factor; Potency, µM (series often up to 114 µM), for inactives: top-dose activity, negative = inhibition, actives largely listed as inhibitors; Q8WZA2; 360,000 compounds, 0.18% hits; EPAC2 GEF exchange of Rap1B-BODIPY-GDP, fluorescence; note: potency is the fitted concentration of half-maximal effect; % is set by controls: 0 for no effect and ±100 for the full control effect; nearly all actives have a fitted effect of over 45% in size; many of its hits are not listed in these tables
Target sequence (Q8WZA2 whole entry, looked up): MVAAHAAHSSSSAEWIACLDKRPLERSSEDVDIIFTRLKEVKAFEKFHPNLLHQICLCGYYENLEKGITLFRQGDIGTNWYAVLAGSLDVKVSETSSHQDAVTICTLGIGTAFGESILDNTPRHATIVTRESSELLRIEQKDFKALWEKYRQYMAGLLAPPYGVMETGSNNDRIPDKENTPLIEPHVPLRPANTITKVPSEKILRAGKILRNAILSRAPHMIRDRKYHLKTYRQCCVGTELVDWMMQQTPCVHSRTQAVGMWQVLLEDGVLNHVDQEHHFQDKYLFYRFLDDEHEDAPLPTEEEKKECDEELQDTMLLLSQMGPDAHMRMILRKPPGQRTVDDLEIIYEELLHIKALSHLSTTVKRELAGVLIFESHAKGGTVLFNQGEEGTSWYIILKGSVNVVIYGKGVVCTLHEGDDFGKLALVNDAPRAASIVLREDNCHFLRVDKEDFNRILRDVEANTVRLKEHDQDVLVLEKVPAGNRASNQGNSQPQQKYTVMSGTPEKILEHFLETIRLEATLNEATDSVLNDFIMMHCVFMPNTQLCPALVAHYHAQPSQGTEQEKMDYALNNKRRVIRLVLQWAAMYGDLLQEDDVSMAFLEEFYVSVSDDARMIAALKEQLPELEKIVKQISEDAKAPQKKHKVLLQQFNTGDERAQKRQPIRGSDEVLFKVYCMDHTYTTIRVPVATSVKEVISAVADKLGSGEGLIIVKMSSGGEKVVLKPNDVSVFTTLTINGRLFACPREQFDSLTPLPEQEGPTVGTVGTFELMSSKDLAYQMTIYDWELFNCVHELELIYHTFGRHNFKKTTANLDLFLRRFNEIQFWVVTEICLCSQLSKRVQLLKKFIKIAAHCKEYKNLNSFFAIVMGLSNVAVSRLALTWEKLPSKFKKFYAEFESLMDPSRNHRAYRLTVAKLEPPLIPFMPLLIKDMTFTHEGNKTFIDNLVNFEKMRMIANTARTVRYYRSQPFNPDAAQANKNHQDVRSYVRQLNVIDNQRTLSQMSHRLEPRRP
EPAC2 agonist – agonists of human EPAC2 (RAPGEF4); Q8WZA2; EPAC2 activation, biochemical qHTS; response scale: 100% = 6.5 mM cAMP response; Potency, µM (series often up to 154 µM), for inactives: at the top dose activation, hits mostly activators; 360,000 compounds, 0.079% hits; AID 720711; note: potency is the fitted concentration of half-maximal effect; nearly all actives have a fitted effect of over 50% in size
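Setup: EPAC2 100 nM, labeled Rap1B complex 250 nM, free GDP 50 uM. Compound titrations pinned in, brief spin, 5 min room temperature incubation. Kinetic fluorescence read over 30 min, normalized to 6.5 mM cAMP.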
Akt phos inh – inhibitors of Akt phosphorylation. AID 651550. Neuro2A IGF-stimulated pAkt S473 HTRF, 20 min; active compounds read low. activity change, % for hits at 50 µM. 360,000 compounds, 0.32% hits; in the data active = activity change below about -80%; inconclusive = mostly about -51% to -80%; note: % is set by controls: 0 for no effect and ±100 for the full control effect
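Single-point screen (50 µM final compound) in Neuro2A cells stimulated 20 min with 6 nM IGF at 37 deg C. After lysis, Ser473-phosphorylated Akt read by HTRF (ex 330 nm, em 615/665 nm) as the 665/615 ratio.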
A549 viability – counter-screen for Nrf2 inhibitors: cytotoxicity in A549 cells. 390,000 compounds, 0.16% hits. A549 ARE-Fluc cells, CellTiter-Fluor viability, 18-24 h. AID 504648. Potency, µM (series often up to 46 µM), for the others: at the top dose activity change, negative = cytotoxicity, hits mostly inhibitors; note: potency is the fitted concentration of half-maximal effect; % is set by controls: 0 for no effect and ±100 for the full control effect
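A549 ARE_Fluc cells in 5% FBS OPTI-MEM were exposed to compounds in concentration-response for 18-24 h at 37 deg C. Viability was read by CellTiter-Fluor fluorescence (Ex 405/Em 525) after 30 min, before the luciferase read.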
TGFb SMAD3 inh – TGF-b pathway inhibition; 410,000 compounds, 1.2% hits; HepG2 CAGA-GFP TGF-b/SMAD3 reporter, GFP fluorescence, 18 h; TGF-beta stimulated, 500 pg/mL final; Potency, µM (series often up to 46.1 µM), for the others: at the highest dose activity, negative = inhibition, hits mostly inhibitors; note: potency is the fitted concentration of half-maximal effect; % is set by controls: 0 for no effect and ±100 for the full control effect; nearly all actives have a fitted effect of over 65% in size
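Using HEPG2 CAGA-GFP reporter cells at 1000 cells/well, we pinned test compounds, stimulated with recombinant TGF-beta (500 pg/mL final) and measured total well GFP after 18 h.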
Nrf2 ARE act – Nrf2 pathway activation; AREc32 ARE-luciferase reporter (MCF7-derived line), luminescence, 24 h; Potency, µM (highest dose often 46.1 µM), without a hit: at the top dose activation, most hits filed as activators; 410,000 compounds, 0.31% hits; note: potency is the fitted concentration of half-maximal effect; % of control where 0% means no effect; nearly all actives have a fitted effect of over 65% in size
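ARE activation measured as luciferase luminescence (Steady-Glo, 30 min RT) in AREc32_Fluc cells after 24 hr compound exposure at 37 deg C, 5% CO2; cells seeded overnight at 1000/well in OPTI-MEM, 5% FBS.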
Nrf2 block – Nrf2 pathway inhibition; A549 ARE-Fluc reporter, luciferase luminescence, 18-24 h; Potency, µM (highest dose often 46 µM), inactives show at the top dose activity change, negative = inhibition, usual class: inhibitors; 360,000 compounds, 2.1% hits; AID 504444; note: potency is the fitted concentration of half-maximal effect; % is set by controls: 0 for no effect and ±100 for the full control effect; nearly all actives have a fitted effect of over 60% in size
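Concentration-response testing used A549 ARE_Fluc cells at 5000 cells/well. Following an 18-24 h compound incubation, viability was read by fluorescence (Ex 405/Em 525) and luciferase output by luminescence.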
Mm-Cpn inhibitor – inhibitors of Methanococcus maripaludis chaperonin (MmCpn); purified Mm-Cpn ATPase, ADP Transcreener TR-FRET; Potency, µM (doses to about 76.9 µM), for inactives: top-dose activity, negative = inhibition, usual class: inhibitors; 330,000 compounds, 0.031% hits; AID 504842; note: potency is the fitted concentration of half-maximal effect; % is set by controls: 0 for no effect and ±100 for the full control effect; nearly all actives have a fitted effect of over 80% in size
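Purified archaeal chaperonin (25 nM final) was preincubated with compound for 10 min at 37°C, then ATP (10 uM final) was added for 30 min at 37°C in Tris pH 7.4/KCl/MgCl2/DTT buffer. ADP was quantified by HTRF Transcreener TR-FRET.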
An asterisk follows results filed as active; i = inactive; ? = inconclusive; · = not tested or not shown; [ ] = remark or other dose. Unless noted, calls come from the whole dose curve; as a rule, active = well fitted curve in the direction sought with a large enough effect; inconclusive = small, poorly fitted or top-dose-only effect, or another doubt; inactive = no such curve, though single readings can be large; an effect the other way counts as inactive or inconclusive. A portion of the library, so the mix of outcomes need not match the whole.

Each structure is followed by: CCT chaperon mod	EPAC2 antagonist	EPAC2 agonist	Akt phos inh	A549 viability	TGFb SMAD3 inh	Nrf2 ARE act	Nrf2 block	Mm-Cpn inhibitor
CCn1c(CSCc2ccc(C)cc2)nnc1SCC(=O)NCc1ccccc1
→ -1.3	-13.5%	-0.8%[15.6 µM]	·	3.4%	0.1%	-0.1%	17.3%	1.1%
CC1CCN(C(C(=O)Nc2ccc3c(c2)OCO3)c2ccccc2)CC1 (centres undefined)
→ -84.0*	-2.6%	4.6%	i	-7.5%	3.5%	6.4%	2.1%	0.4%
CC(=O)c1ccc(NC(=O)c2ccc(CSc3ccccc3)o2)cc1
→ 0.8	-6.4%	4.1%	i	-1.6%	-17.2%	-0.5%	?	0.6%
COc1ccc(C(=O)OCC(=O)c2c[nH]c3ccccc23)c(OC)c1
→ -4.1	-8.8%	-10.5%	i	-0.6%	0.9%	7.3%	?	-2.0%
CS(=O)(=O)c1ccc(N)c(SSc2cc(S(C)(=O)=O)ccc2N)c1
→ -2.2	3.0%	-3.7%	i	1.0%	-4.0%	?	0.7%	-5.7%
Cc1cccc(NC(=O)CSc2nc3ccccc3nc2N2CCCC2)c1C
→ -3.0	14.6%	7.9%	i	0.9%	-12.1%	-0.2%	7.5%	-2.7%
Cc1cc(C)nc(NNC2=CC(=[N+]3CCCCC3)CC(C)(C)C2)n1
→ -1.6	0.0%	5.9%	i	2.7%	-2.0%	2.4%	4.1%	0.3%
CCC(C)(C)n1nnnc1C(c1cccs1)N1CCCCC1 (centres undefined)
→ -0.3	-15.1%	3.5%	i	-2.3%	-5.4%	-0.8%	0.0%	-12.2%
COc1ccccc1C1CC(=O)Oc2ccc(C(C)(C)C)cc21 (centres undefined)
→ 2.0	?	-6.0%	i	-0.2%	-15.0%	0.3%	7.0%	1.9%
COc1ccc(N=Cc2[nH]c3ccccc3c2O)cc1
→ -1.5	-2.4%	11.0%	i	-8.3%	9.0%	4.0%	5.7%	-0.1%
CCCc1nc2ccc(NC(C)=O)cc2c(=O)n1Cc1ccc(Cl)cc1
→ -2.6	-5.0%	0.2%	i	1.4%	-9.4%	5.6%	0.4%	0.4%
CN(C)c1ccc(NC(=O)Cn2ncn3c(cc4ccccc43)c2=O)cc1
→ 3.6	18.2%	4.9%	i	1.3%	0.2%	4.0%	13.1%	0.6%
N/C(=N\N=C\c1cccs1)SC1CC(=O)N(c2ccc(Br)cc2)C1=O (centres undefined)
→ 0.4	-5.2%	13.0%	i	9.6%	-15.3%	5.6%	-7.5%	0.4%
Cc1ccc(C(=O)NCC(=O)OCC(=O)c2ccc(C)c([N+](=O)[O-])c2)cc1
→ 1.9	0.6%	-3.7%	i	1.0%	10.1%	0.2%	-1.1%	0.3%
CCCCOC(=O)Cn1c(=O)oc2ccc(C)cc21
→ -2.0	-7.2%	10.5%	i	2.3%	-10.6%	-0.6%	18.1%	-1.3%
CN(C(=O)C1CCCN(c2ncnc3c2nc2n3CCCCC2)C1)c1ccccc1F (centres undefined)
→ ·	·	·	·	1.3%	?	3.7%	-7.1%	·
O=C(Nc1nc2ccccc2s1)c1ccc(F)cc1
→ -5.6	8.2%	-0.2%	i	9.9%	3.2%	-0.5%	?	-1.6%
CCOC(=O)C1CCCN(C/C=C/c2ccccc2)C1 (centres undefined)
→ 1.0	9.1%	2.1%	i	-0.5%	3.1%	-0.2%	1.8%	-2.5%
C=CCNC(=O)COc1ccc(Oc2ccccc2)cc1
→ -2.8	3.4%	2.1%	i	-4.7%	-9.0%	4.9%	13.4%	-4.7%
Cc1csc(NC(=O)c2ccc(C)s2)n1
→ -0.2	4.8%	7.6%	i	-1.0%	9.0%	2.1%	?	·
Cc1nc(C)c(C(=O)OCC(=O)NCc2ccccc2Cl)s1
→ -0.9	-7.5%	-4.8%	i	0.2%	6.4%	-0.2%	23.5%	-3.2%
COCc1cc(N2CCCC2)nc(-c2ccccc2)n1
→ -0.1	-1.3%	15.4%	i	1.0%	13.2%	0.1%	3.8%	-0.1%
O=C(NCCCn1ccnc1)C(Cc1ccc([N+](=O)[O-])cc1)N1C(=O)c2ccccc2C1=O (centres undefined)
→ 2.0	-14.1%	5.3%	i	16.0%	15.0%	0.3%	23.7%	-4.2%
O=[N+]([O-])c1ccc(CN2CC(N3CCN(CCO)CC3)CS2(=O)=O)cc1 (centres undefined)
→ 1.0	8.8%	9.0%	i	·	-0.1%	0.5%	·	·
O=C(NCCCN1CCOCC1)C(=O)c1c[nH]c2ccccc12
→ -0.1	0.9%	0.5%	i	2.3%	1.0%	-0.3%	13.9%	1.4%
O=C(C1CCC(CNc2c(N3CCCCC3)c(=O)c2=O)CC1)N1CCN(C2CCCCC2)CC1 (centres undefined)
→ 0.7	-2.7%	-2.5%	i	8.6%	9.9%	-0.5%	0.6%	-3.7%
CC(C)c1ccccc1NC(=O)C1CC(=O)N(C2CCCC2)C1 (centres undefined)
→ -1.2	-11.2%	-2.9%	i	2.1%	0.0%	-0.5%	-12.9%	-2.3%
Cc1ccc(NC(=O)C(=O)NNC(=O)c2cccs2)cc1
→ 1.5	-11.9%	4.6%	i	17.9%	1.8%	2.4%	25.3%	-1.0%
COc1ccccc1/C=N\Nc1ccccc1[N+](=O)[O-]
→ -0.5	6.8%	8.5%	i	-12.1%	17.1%	?	?	3.0%
CCOC(=O)c1ccc2nc(NC(=O)C(C)C)sc2c1
→ -2.7	-4.2%	10.8%	i	-0.5%	?	-0.9%	?	0.5%
C=CCn1c(CCCNC(=O)c2ccccc2OC)nc2ccccc21
→ -0.9	-3.7%	6.9%	i	27.4%	-6.7%	-0.9%	2.3%	-1.3%
O=C(O)c1cc(-c2ccco2)nn1-c1cccc(Cl)c1
→ -0.5	33.4%[activator]	-2.5%	i	2.6%	-15.6%	4.1%	-7.1%	-1.8%
Nc1c(C(=O)Nc2ccccc2)nnn1-c1ccc2c(c1)OCCO2
→ -1.1	-7.8%	12.7%	i	-5.4%	0.3%	-1.5%	?	?
O=C(CSc1ccc(Cl)cc1)NNC(=O)c1cccnc1
→ -1.4	-9.8%	9.6%	i	-3.8%	?	0.3%	-7.9%	1.5%
CCN(CC)C(=O)COC(=O)C1=NN(c2cc(C)ccc2C)C(=O)CC1
→ 0.6	11.3%	3.7%	i	-4.3%	-6.4%	0.3%	-2.1%	-7.5%
O=S(c1ccsc1)c1ccsc1
→ -0.4	5.2%	4.4%	i	3.8%	7.3%	-0.6%	2.7%	0.4%
COc1ccc(C(C(=O)NC2CCCC2)N(CCCO)C(=O)c2snc(C(N)=O)c2N)cc1 (centres undefined)
→ 0.8	0.3%	11.4%	i	2.1%	-10.8%	0.2%	-18.9%	1.5%
COc1ccc(C(=O)C2CCCN(Cc3cccn3-c3ccccn3)C2)c(OC)c1 (centres undefined)
→ 1.2	0.2%	1.3%	i	-33.0%	?	2.9%	15.1%	-5.5%
Cc1cc(NC(=O)c2ccccc2)ccc1NC(=O)c1ccccc1Cl
→ -5.2	-2.6%	-4.0%	i	7.4%	-22.8%	2.8%	?	0.4%
CN(C(=O)c1ccc2c(Cl)c3c(nc2c1)CCC3)c1ccccc1
→ -0.1	-23.6%	18.0%	i	11.3%	-20.6%	?	?	0.1%
COc1cccc(C2(O)CCN(C(=O)C3CC3)CC2)c1
→ 2.5	17.7%	1.4%	i	10.2%	-7.9%	-0.3%	?	?
COc1ccccc1C(=O)Nc1ccc(OCC(=O)N2C(C)CCCC2C)cc1 (centres undefined)
→ 1.3	4.3%	8.1%	i	6.2%	-6.1%	2.5%	?	-4.0%
CCC(Sc1nnc2c(n1)[nH]c1ccccc12)C(=O)Nc1nnc(C(C)C)s1 (centres undefined)
→ ·	·	·	·	-9.2%	-13.7%	4.3%	-7.9%	·
O=C(CO/N=C/c1c(Cl)cccc1Cl)NNC(=O)c1cccc(Cl)c1
→ 0.9	2.8%	3.1%	i	-0.9%	-21.4%	0.4%	-3.1%	1.9%
Cc1cc(C(=O)c2ccccc2)c(NC(=O)CCl)s1
→ -0.9	-7.0%	11.9%	i	-4.1%	-11.9%	19.4%	3.9%	-0.9%
CCCCCCN1CCN(C2CN(Cc3cn(Cc4cccc(C(F)(F)F)c4)nn3)S(=O)(=O)C2)CC1 (centres undefined)
→ 1.2	3.3%	-8.6%	i	·	·	5.2%	·	·
CCOC(=O)C(CCCCOc1cccc(CC)c1)C(=O)OCC
→ -3.7	-2.3%	14.6%	i	3.5%	9.6%	-1.2%	-6.0%	0.0%
O=C(CCCn1c2ccccc2c(=O)c2ccccc21)Nc1cccc(Cl)c1
→ ·	·	·	·	-6.8%	12.6µM*	-2.2%	?	·
CC(C)n1nc(C(=O)Oc2cc(Cl)ccc2Cl)c2ccccc2c1=O
→ 0.2	2.3%	1.0%	i	-3.2%	-4.9%	-0.3%	9.0%	0.5%

Single records, from the list above.
O=C(CCCn1c2ccccc2c(=O)c2ccccc21)Nc1cccc(Cl)c1 reads CCT chaperon mod: ·; EPAC2 antagonist: ·; EPAC2 agonist: ·; Akt phos inh: ·; A549 viability: -6.8%; TGFb SMAD3 inh: 12.6µM*; Nrf2 ARE act: -2.2%; Nrf2 block: ?; Mm-Cpn inhibitor: ·
O=[N+]([O-])c1ccc(CN2CC(N3CCN(CCO)CC3)CS2(=O)=O)cc1 (centres undefined) reads CCT chaperon mod: 1.0; EPAC2 antagonist: 8.8%; EPAC2 agonist: 9.0%; Akt phos inh: i; A549 viability: ·; TGFb SMAD3 inh: -0.1%; Nrf2 ARE act: 0.5%; Nrf2 block: ·; Mm-Cpn inhibitor: ·
